Screening data deposited in PubChem by several laboratories.
MazEF act: activators of E. coli MazEF toxin-antitoxin RNase. activation, % at 20 µM. P0AE70. AID 504720. FAM/BHQ RNA-DNA oligo cleavage fluorescence, 5 h. 350,000 tested, 0.32% active; in the data active = activation above about 50%
Target sequence (P0AE70 whole entry, looked up): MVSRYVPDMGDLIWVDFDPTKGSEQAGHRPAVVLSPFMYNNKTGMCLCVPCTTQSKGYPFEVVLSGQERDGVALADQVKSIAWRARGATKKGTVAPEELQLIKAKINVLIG
Y pestis TopoI: blocks Yersinia pestis topoisomerase I activity; activity, % at 10 µM; 360,000 tested, 0.064% active; Y. pestis Topo-I cleavage product accumulation, plate reader; in the data active = activity above about 50%, passing the limit was not always enough; also: inactives centre near 2
PrPC TRFRET: reduces human prion protein on the cell surface; P04156; cell surface PrPC, TR-FRET read-out; inhibition, % at 13.8 µM; 370,000 tested, 0.43% active; in the data active = inhibition above about 24%; also: 0% = median of the test wells and 100% = reference compound wells
BH1578 lux ind: quorum light induction in luxS cqsA deficient V. cholerae | V. cholerae BH1578 lux reporter, luminescence, 6 h | activation, % at 18.7 µM | 350,000 tested, 0.16% active; in the data active = activation mostly above about 9.7%, no sharp cut-off; also: not every result past the cut was called active; inactives centre near 0; reference of the scale not given here
CCHF vOTU inh: CCHFV vOTU protease inhibition; Pep-AMC fluorescence; inhibition, % at 11.5 µM; 370,000 tested, 0.55% active; AID 651958; in the data active = inhibition above about 30%; also: 0% = vehicle wells with enzyme and 100% = no enzyme wells
SARS 3CLpro inh: SARS-CoV 3CLpro protease inhibition; P0C6X7; AID 1706; 290,000 tested, 0.14% active; recombinant SARS-CoV 3CLpro, quenched FRET peptide cleavage; inhibition, % at 6 µM; in the data active = inhibition above about 12%
VHR inh abs: blocks human VHR1 dual specificity phosphatase; AID 1654; 290,000 tested, 0.52% active; inhibition, % at 13.3 µM; P51452; recombinant VHR phosphatase, pNPP absorbance; in the data active = inhibition above about 50%; also: some compounds called inactive have numbers as strong as hits
Target sequence (P51452 whole entry, looked up): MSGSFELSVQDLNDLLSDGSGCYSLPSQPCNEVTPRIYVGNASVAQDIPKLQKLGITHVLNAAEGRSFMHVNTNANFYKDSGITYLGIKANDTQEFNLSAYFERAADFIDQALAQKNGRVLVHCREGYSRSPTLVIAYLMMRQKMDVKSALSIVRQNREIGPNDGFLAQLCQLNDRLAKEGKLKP
TcdB GH inh: TcdB glycohydrolase inhibition; 350,000 tested, 0.24% active; TcdB glycohydrolase enzymatic assay, plate reader; P18177; inhibition, % at 9.99 µM; AID 652162; in the data active = inhibition above about 10%
Rv3671c inh: inhibits the M. tuberculosis serine protease Rv3671c; P9WHR9; inhibition, % at 5.96 µM; 320,000 tested, 0.048% active; AID 2606; in the data active = inhibition above about 38%;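 also: extracellular domain of Rv3671c used as enzyme; 0% = enzyme with DMSO and 100% = no enzyme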
Target sequence (P9WHR9 whole entry, looked up, the tested form may be a part): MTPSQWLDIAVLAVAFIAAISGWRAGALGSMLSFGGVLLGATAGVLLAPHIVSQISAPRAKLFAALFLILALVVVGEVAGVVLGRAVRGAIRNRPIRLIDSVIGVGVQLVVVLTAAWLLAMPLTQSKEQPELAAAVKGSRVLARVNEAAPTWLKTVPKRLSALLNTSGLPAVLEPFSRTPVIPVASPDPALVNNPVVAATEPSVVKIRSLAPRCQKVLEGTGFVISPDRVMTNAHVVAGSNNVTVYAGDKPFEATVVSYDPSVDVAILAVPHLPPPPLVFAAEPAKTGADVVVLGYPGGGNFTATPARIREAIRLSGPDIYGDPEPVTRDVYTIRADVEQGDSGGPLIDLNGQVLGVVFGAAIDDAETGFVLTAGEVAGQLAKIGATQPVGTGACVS
SSB-PriA inh: blocks PriA binding to SSB C-terminal tail. 430,000 tested, 0.6% active. inhibition, % at 33 µM. AlphaScreen SSBct-PriA binding, biotinylated peptide; in the data active = inhibition mostly above about 37%, no sharp cut-off; inactive = mostly below about 20%;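 also: plate controls were negative control peptide for no effect and reference peptide for full effect; strong numbers were not always called active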
Starred values were filed as active, the others as inactive; i = inactive; / = no result given; & = joins results of further samples.

SMILES	MazEF act	Y pestis TopoI	PrPC TRFRET	BH1578 lux ind	CCHF vOTU inh	SARS 3CLpro inh	VHR inh abs	TcdB GH inh	Rv3671c inh	SSB-PriA inh
CC1CC1C(=O)OCC(=O)NCc1ccc(Cl)cc1Cl (configuration not stated)	-2	4	-4	-0.3	-1	1	6	/	0	-10
O=C(NCc1cccc(C(F)(F)F)c1)c1ccc2nc([C@@H]3O[C@H](CO)[C@@H](O)[C@H]3O)[nH]c2c1	/	-2	2	-1.2	0	/	/	0.6	/	/
CCOC(=O)CC(=O)CSc1nc2c(sc(=S)n2-c2ccc(C)c(C)c2)c(=O)[nH]1	0	8	4	-0.6	18	1	5	1.3	-1	5
Cn1cnnc1SCc1ccc(F)c2ccccc12	-3	5	4	-14	-10	-8	-4	/	-2	-3
COc1ccccc1C(=O)N/N=C1/NC(=O)CC(C(=O)Nc2ccccc2)S1 (configuration not stated)	-4	1	-6	0.0	5	-2	8	0.2	2	/
COc1ccc(C)cc1NC(=O)C1CCN(C(=O)Cc2ccccc2)CC1	-22	0	-4	-0.3	-8	0	23	1.0	5	-1
O=S(=O)(c1ccc(S(=O)(=O)N(Cc2ccco2)Cc2ccccc2Cl)cc1)N1CCCC1	10	6	5	-0.4	17	-7	8	/	-12	-1
COC(=O)c1ccc(OCCCCN(C)Cc2ccccc2)cc1	-2	3	0	i	13	4	10	1.4	4	1
Cc1ccc(/C=C2\SC(N3CCCC3)=NC2=O)cc1	/	/	-29	/	6	-6	12	0.0	2	/
Cc1cc(=O)[nH]c2c1c(C)nn2C1CCCC1	0	0	2	-0.2	1	-1	11	/	3	-9
COc1ccc(NC(=O)/C(=C\c2ccc(OS(=O)(=O)c3ccc(C)cc3)cc2)NC(=O)c2ccccc2)cc1	-12	23	-7	i	2	8	11	/	-23	-8
CN1CCc2nc(NC(=O)c3cccc(S(=O)(=O)N4CCc5ccccc54)c3)sc2C1	-9	5	-5	-11	-1	1	13	/	-10	-11
O=C1C=C(NCCc2ccccc2)C2(CCCCC2)O1	12	1	-3	-0.7	18	-1	18	1.2	12	4
CCN(CC(=O)Nc1ccc(NC(C)=O)cc1)C(=O)c1ccc(N2CCC(C)CC2)c([N+](=O)[O-])c1	1	14	-14	i	5	/	/	-4.6	-1	12
Cc1ccc(C(=O)c2ccccc2C(=O)O)s1	0	4	-10	-0.6	-2	3	26	/	-7	-14
CCOC(=O)C1CCCN(CCC(=O)Nc2ccc(Br)c(C)c2)C1 (configuration not stated)	-2	14	-3	-0.4	7	3	23	1.2	/	-14
O=C(NCC1CCCO1)c1ccccc1NC(=O)c1cccc2ccccc12 (configuration not stated)	10	13	-4	/	0	-1	21	/	-2	-12
CCC(C)C(=O)OC1CCC=C2C=CC(C)C(CCC3CC(O)CC(=O)O3)C21 (configuration not stated)	-2	3	-5	i	21	/	/	0.8	/	-3
COC(=O)c1ccc(CNC(=O)c2ccc3c(c2)OCCO3)cc1	15	4	2	-0.2	3	-2	21	1.0	-2	-2
O=C(CSc1nnnn1-c1cccc(O)c1)NC1CC1	6	2	-4	0.7	7	-4	24	1.3	-1	1
COc1ccc(OC)c(-c2nn(-c3ccccc3)cc2C(=O)NCC(c2cccs2)N2CCOCC2)c1 (configuration not stated)	0	10	-12	i	0	/	/	-1.5	3	-4
CN1CCC(OC(=O)c2ccc(Br)cc2)CC1	-2	4	12	i	5	-2	/	/	-3	0
COc1ccc(C(=O)n2c(N)nc3ccccc32)cc1OC	5	-1	11	i	-2	-1	0	0.8	-6	3
Cc1cc(=O)oc2cc3oc(=O)cc(C)c3cc12	1	11	2	-0.4	-17	1	30	-4.0	6	-8
CN(C)c1cccc(CNC(=O)c2csc([C@H]3C[C@H](O)[C@@H](CO)O3)n2)c1	/	-5	-6	-0.7	-3	/	/	-3.6	/	/
The results go on:
SMILES	MazEF act	Y pestis TopoI	PrPC TRFRET	BH1578 lux ind	CCHF vOTU inh	SARS 3CLpro inh	VHR inh abs	TcdB GH inh	Rv3671c inh	SSB-PriA inh
CCOc1ccc(NC(=O)CN(C)C(=O)c2cccc3ccccc23)cc1OCC	-3	2	1	-0.2	5	/	/	-0.2	/	-2
CCN(CC)CCNc1nc2c(c(=O)[nH]c(=O)n2C)n1CCCc1ccccc1	1	1	-6	-0.5	0	0	0	-0.4	0	-8
CC(C)=C(NC(=O)c1ccccc1)C(=O)N/N=C(\C)c1ccccc1O	13	-5	-3	-0.8	-4	-4	-2	/	3	/
CCC(=O)C1CCCN(C(=O)c2cccc(OC3CCN(S(C)(=O)=O)CC3)c2)C1 (configuration not stated)	-12	1	/	-2.5	/	-4	1	/	-3	13
Cc1ccc(/C=C/c2onc(C)c2S(=O)(=O)N2CCC(C(=O)N3CCCCC3)CC2)cc1	8	26	2	-0.2	-2	-3	-14	-0.3	1	-5
COc1ccc(S(=O)(=O)N2CCCN(S(=O)(=O)c3ccc(OC)cc3C)CC2)c(C)c1	-6	14	3	-1.6	-6	3	1	/	-3	-6
Cc1cc(Sc2ccc([N+](=O)[O-])cn2)ccc1Br	-7	6	3	-0.4	-5	/	/	0.8	-1	-6
O=C(CN1C(=O)/C(=C/c2cccc(Br)c2)SC1=S)N1CCCC1	5	4	3	-0.3	6	1	-4	0.2	-6	0
Cc1ccc(COC(=O)Cc2coc3cc(O)ccc23)cc1	8	12	-6	i	5	1	4	-1.2	-7	-8
CN(CCc1cn[nH]c1)Cc1nc(Cc2ccccc2)no1	3	7	7	i	-6	1	10	0.1	3	-14
CC(C)(C)S(=O)N1Cc2ccc(CO)cc2[C@@H]1CCO (some centres not stated)	-6	2	1	i	14	/	/	-1.9	/	-4
COc1cccc(-c2ncc3ccccn23)c1	-2	-1	-14	i	7	-1	22	/	2	8
O=C(Cc1ccccc1Cl)c1ccccc1	-16	-1	1	16	4	/	/	-5.5	/	-28
CCN(C(=O)COC(=O)C1CCC(C(C)(C)C)CC1)c1c(N)n(Cc2ccccc2)c(=O)[nH]c1=O (configuration not stated)	-1	6	6	i	8	/	/	0.6	/	0
CNS(=O)(=O)c1cccc(C(=O)OCC(=O)c2ccc3c(c2)OCCO3)c1	-1	1	-1	-1.7	3	/	/	1.0	/	-2
CCN(Cc1ccccc1)S(=O)(=O)c1cc(C(=O)OC)n(C)c1	0	-4	-6	-0.4	-3	0	37	-0.8	5	-20
NC(=O)C1CCN(C(=O)CSc2nc3ccccc3[nH]2)CC1	3	-1	2	-1.4	4	4	31	-0.7	6	-17
CN(CC(=O)Nc1ccc(F)cc1)C(=O)COc1ccc(C(=O)c2ccccc2)cc1	-9	-3	1	2.1	2	-7	21	0.6	-4	-26
CC(C)OC(=O)CSc1nnc(CNc2ccc(Cl)cc2)n1C	4	7	-1	-0.6	-16	0	17	1.7	5	-16
CCc1cccc(NC(=O)CCc2c(C)nn(-c3ccc(N4CCCCC4)nn3)c2C)c1	0	33	3	-0.3	14	2	9	0.6	2	-4
COc1ccccc1S(=O)(=O)N(C)C[C@H]1OCc2cn(nn2)CCCC(=O)N([C@@H](C)CO)C[C@@H]1C	10	3	0	-0.4	-6	/	/	2.0&0.3	/	/
Cn1nc(-c2ccc(C(=O)O)cc2)c2ccccc2c1=O	4	-5	5	/	-6	-1	37	/	4	-6
CCOc1cc(NC(=O)c2ccccc2[N+](=O)[O-])c(OCC)cc1NC(=O)CC(C)C	7	-11	-4	-1.7	-2	-2	-2	/	2	-6
Cc1ccc2cc(CCNC(=O)c3ccc(S(=O)(=O)N4CCOCC4)cc3)c(=O)[nH]c2c1C	5	28	-2	-1.6	-10	-3	8	0.8	1	-4
CC(=O)c1c(COC(=O)c2ccncc2)nc2ccccc2[n+]1[O-]	7	-3	-16	3.6	15	3	8	/	2	-12
(more compounds)
SMILES	MazEF act	Y pestis TopoI	PrPC TRFRET	BH1578 lux ind	CCHF vOTU inh	SARS 3CLpro inh	VHR inh abs	TcdB GH inh	Rv3671c inh	SSB-PriA inh
COc1cc(C2NC(=O)NC(C)=C2C(=O)OC2CCCC(C)C2)cc(Br)c1O (configuration not stated)	3	0	0	i	-12	2	-2	0.8	2	13
CC(CCc1ccccc1)NC(=O)c1ccccc1 (configuration not stated)	-2	-1	-1	i	2	-1	15	/	2	-2
Cc1cccc(N(Cc2ccccc2)C(=O)CN2C(=O)NC3(CCCCC3C)C2=O)c1 (configuration not stated)	4	11	-6	0.0	9	/	/	1.0	-11	16
CCC(=O)/C=C1/Sc2ccccc2N1CC	6	-1	-4	i	13	2	-5	/	-3	12
COc1ccc2cnn(-c3ccc(C)cc3)c(=O)c2c1OC	-11	-10	4	0.6	1	4	-12	/	1	-2
Cc1cc(S(=O)(=O)N2CCCC(N(C)CCc3ccccn3)C2)c(C)cc1Cl (configuration not stated)	-14	21	6	0.5	9	4	2	0.8	0	-8
Cc1ccccc1CN1CCCOCCS1(=O)=O	1	9	0	-0.6	3	-2	1	0.8	-5	-13
C/C(=N/NC(=O)c1cc2ccccc2cc1O)c1ccco1	1	-8	2	-1.1	12	-1	-14	1.3	9	/
COc1ccc(-n2c(SC)nc(O)c(Cc3ccccc3)c2=O)cc1	5	6	-4	-1.4	2	6	7	/	0	0
COc1ccc(S(=O)(=O)Nc2ccc3c(c2)C(=O)N([C@H](C)CO)C[C@H](C)[C@@H](CN(C)Cc2ccncc2)OCCCC[C@@H](C)O3)cc1	-31	37	2	i	-2	/	/	2.1&-0.3	/	/
Cc1cc(=O)[nH]c(N/N=C/c2ccco2)n1	4	6	-1	2.9	-3	-4	17	/	8	/
Cc1ccc(CCC(=O)Nc2cc(Cl)ccc2Cl)o1	-3	0	-1	i	-11	2	5	1.9	-6	-5
O=C(N/N=C/c1ccccc1Cl)c1ccncc1	5	2	3	i	-1	6	13	0.5	6	/
O=C(Nc1cccnc1)c1ccc(Cl)c(S(=O)(=O)N2CCCCCC2)c1	14	15	10	-0.6	-6	2	20	-1.0	-9	-3
Cc1nn(C(C)C(=O)NCCCN2CCCCCC2)c(=O)c2cc3sccc3n12 (configuration not stated)	14	18	-8	-2.1	13	3	39	-0.3	1	4
Cc1cc(C)nc(SCCn2c(N(C)Cc3ccccc3)nc3c2c(=O)n(C)c(=O)n3C)n1	6	2	/	1.7	/	-9	27	1.5	5	-6
CC1(C)Cc2c(c(N3CCOCC3)nc3snc(N)c23)CO1	-5	-13	-6	1.2	7	6	1	3.1	0	-6
Brc1ccc(COn2ccnc2)cc1	-1	1	-4	-0.2	6	-2	13	2.0	/	-2
CC(C)(C)c1csc(NC(=O)c2ccncc2)n1	6	0	5	-0.6	9	1	10	3.1	-2	-4
C/C(=N\OC(=O)C1CC1)C1CC1c1ccc(F)cc1 (configuration not stated)	-8	22	2	-0.1	-12	-3	13	0.7	3	/
Cc1ccc(Cn2c(CCNc3nc(-c4ccc(Cl)c([N+](=O)[O-])c4)cs3)nc3cc(Cl)c(Cl)cc32)cc1	-2	-9	1	-0.3	0	/	/	0.5	-11	2
COCCCNc1ccn2nc(-c3ccc(Cl)cc3)cc2n1	/	0	-8	-0.6	0	/	/	1.1	/	/
CCCOC(=O)c1c(N)n(Cc2cccs2)c2nc3ccccc3nc12	-2	7	2	/	-87	2	-29	/	-8	-26

Part of the list above in order of SMILES length, ascending:
SMILES	MazEF act	Y pestis TopoI	PrPC TRFRET	BH1578 lux ind	CCHF vOTU inh	SARS 3CLpro inh	VHR inh abs	TcdB GH inh	Rv3671c inh	SSB-PriA inh
O=C(N/N=C/c1ccccc1Cl)c1ccncc1	5	2	3	i	-1	6	13	0.5	6	/
Cc1ccc(CCC(=O)Nc2cc(Cl)ccc2Cl)o1	-3	0	-1	i	-11	2	5	1.9	-6	-5
COc1ccc2cnn(-c3ccc(C)cc3)c(=O)c2c1OC	-11	-10	4	0.6	1	4	-12	/	1	-2
CC1(C)Cc2c(c(N3CCOCC3)nc3snc(N)c23)CO1	-5	-13	-6	1.2	7	6	1	3.1	0	-6
Cc1nn(C(C)C(=O)NCCCN2CCCCCC2)c(=O)c2cc3sccc3n12 (configuration not stated)	14	18	-8	-2.1	13	3	39	-0.3	1	4
Cc1cccc(N(Cc2ccccc2)C(=O)CN2C(=O)NC3(CCCCC3C)C2=O)c1 (configuration not stated)	4	11	-6	0.0	9	/	/	1.0	-11	16

Only part of the results is shown; rates above refer to the full screens.
